Assay outcomes: PubChem, Sanford-Burnham Center for Chemical Genomics
SENP7 inh: SENP7 protease inhibitors, primary screen, biochemical, luminescence, uHTS; 1.5% of 330,000 active; Sentrin-specific protease 7 (Homo sapiens), Q9BQF6; AID 434973, 2010; recombinant SENP7, Z-RLRGG-aminoluciferin luminescence, 40 min; inhibition, % at 5 µM;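 active = inhibition above about 50% at the single test dose, limit read from the data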;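 also: plate controls were DMSO with enzyme for no effect and no enzyme buffer wells for full effect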
Target sequence (Q9BQF6 706-1050 limits assumed): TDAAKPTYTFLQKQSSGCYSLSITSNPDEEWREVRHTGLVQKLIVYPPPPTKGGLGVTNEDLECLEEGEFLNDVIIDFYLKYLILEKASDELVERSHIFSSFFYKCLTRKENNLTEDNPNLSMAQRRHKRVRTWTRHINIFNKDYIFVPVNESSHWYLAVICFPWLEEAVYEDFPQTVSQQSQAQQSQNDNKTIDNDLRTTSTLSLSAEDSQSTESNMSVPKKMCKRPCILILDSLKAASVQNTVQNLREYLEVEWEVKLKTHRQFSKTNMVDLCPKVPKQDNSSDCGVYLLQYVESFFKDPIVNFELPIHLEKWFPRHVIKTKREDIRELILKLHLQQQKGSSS
SENP8 block-1: human SENP8 protease inhibitors, primary screen, biochemical, fluorescence, Nedd8 protein substrate, uHTS | Sentrin-specific protease 8 (Homo sapiens), Q96LD8 | recombinant SENP8 | inhibition, % at 20 µM | 0.64% of 360,000 active | AID 602440, 2012; in the data active = inhibition mostly above about 40%, no sharp cut-off; inactive = mostly below about 27%
Target sequence (Q96LD8 whole entry, looked up): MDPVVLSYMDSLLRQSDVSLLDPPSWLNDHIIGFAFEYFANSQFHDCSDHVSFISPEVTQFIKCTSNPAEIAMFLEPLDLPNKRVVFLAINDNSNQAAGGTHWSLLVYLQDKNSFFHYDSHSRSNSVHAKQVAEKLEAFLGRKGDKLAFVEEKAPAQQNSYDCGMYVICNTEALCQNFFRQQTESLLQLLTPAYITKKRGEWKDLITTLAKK
SENP6 block: SENP6 protease inhibitors, primary screen, biochemical, luminescence, uHTS | Recombinant SENP6 catalytic domain, aminoluciferin luminescence | inhibition, % at 10 µM | 1.8% of 330,000 active | Sentrin-specific protease 6 (Homo sapiens), Q9GZR1;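 active = inhibition above about 50% at the single tested dose, limit read from the data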;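 also: plate controls were DMSO wells with enzyme for no effect and DMSO wells lacking enzyme for full effect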
Apaf1 inhib: inhibitors of human Apaf-1 apoptosome, primary screen, biochemical, DEVD-Rh110 fluorescence, uHTS; 0.71% of 330,000 active; Apoptotic protease-activating factor 1 (Homo sapiens), O14727; reconstituted apoptosome caspase-3 activity; inhibition, % at 20 µM; active = inhibition of at least 40% at 20 µM;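 also: plate controls were DMSO wells for no effect and DEVD-CHO caspase inhibitor wells for full effect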
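Material: reconstituted apoptosome with Apaf-1, cytochrome c, caspase-9, procaspase-3, dATP / Buffer or medium: pH 7.5 Hepes buffer with CHAPS, BSA, DTT / Also added: cytochrome c with DEVD-Rh110 / Schedule: compound with Apaf-1, dATP, procaspase-3 30 min, then 50 min reaction, room temperature / Technique: rhodamine 110 fluorescence at Ex 480/Em 540 nm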
APOBEC3G inh: APOBEC3G DNA deaminase inhibitors, primary screen, biochemical, fluorescence, single-stranded DNA substrate, uHTS | inhibition, % at 20 µM | DNA dC->dU-editing enzyme APOBEC-3G (Homo sapiens), Q9HC16 | 0.28% of 330,000 active | AID 493012, 2011 | recombinant A3G, ssDNA deamination FAM/TAMRA fluorescence;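 active = inhibition of at least 40% at 20 µM, with no more than 30% in the related APOBEC3A deaminase screen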;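 also: plate controls were DMSO wells with A3G for no effect and wells lacking A3G enzyme for full effect; some compounds called inactive have numbers as strong as hits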
SENP8 block-2: SENP8 protease inhibitors, primary screen, biochemical, luminescence. Sentrin-specific protease 8 (Homo sapiens), Q96LD8. purified SENP8, Z-RLRGG-aminoluciferin cleavage. inhibition, % at 10 µM. 1.2% of 330,000 active. AID 2540, 2010; in the data active = inhibition above about 50%
UBC13 polyUb: UBC13 polyubiquitin chain formation inhibitors, primary screen, biochemical, TR-FRET, uHTS | Ubiquitin-conjugating enzyme E2 N (Homo sapiens), P61088 | inhibition, % at 20 µM | 0.47% of 330,000 active; in the data active = inhibition above about 45%, passing the limit was not always enough
Target sequence (P61088 whole entry, looked up): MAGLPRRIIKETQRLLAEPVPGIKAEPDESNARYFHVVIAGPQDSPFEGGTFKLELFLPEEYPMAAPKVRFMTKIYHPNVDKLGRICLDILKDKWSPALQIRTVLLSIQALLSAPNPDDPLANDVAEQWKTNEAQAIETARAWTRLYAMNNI
SENP1 inh: human SENP1 catalytic domain inhibitors, primary screen, biochemical, FRET, uHTS | Sentrin-specific protease 1 (Homo sapiens), Q9P0U3 | recombinant SENP1 catalytic domain, CyPet-SUMO1-YPet FRET cleavage | inhibition, % at 10 µM | 0.21% of 360,000 active | AID 624204, 2012;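 active = inhibition at least 30% at 10 µM, raw YFP signal under a set limit, fluorescence ratio 0.5 to 1.5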;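 also: 0% = enzyme with DMSO and 100% = no enzyme wells; some results filed as inactive read as strong as hits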
Target sequence (Q9P0U3 419-644 limits assumed): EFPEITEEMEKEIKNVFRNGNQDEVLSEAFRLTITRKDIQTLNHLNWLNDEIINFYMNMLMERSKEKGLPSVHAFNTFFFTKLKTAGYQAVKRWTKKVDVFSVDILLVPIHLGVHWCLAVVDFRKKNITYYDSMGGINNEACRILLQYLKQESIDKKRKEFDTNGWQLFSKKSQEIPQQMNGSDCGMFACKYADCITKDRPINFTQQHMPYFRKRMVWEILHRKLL
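Compound: 10 µM single point, 0.5% DMSO; Test system: hSENP1 catalytic domain, recombinant; Timing: 50 min reaction at room temperature; Technique: FRET, CFP and YFP emission; Control set: no-enzyme wells low, DMSO-plus-enzyme wells high control.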
Active calls of the source: *; x = not tested or not shown.

SMILES	SENP7 inh	SENP8 block-1	SENP6 block	Apaf1 inhib	APOBEC3G inh	SENP8 block-2	UBC13 polyUb	SENP1 inh
O=C(CN1C(=O)NC2(CCCC2)C1=O)Nc1ccccc1C(F)(F)F	-1.7	13.5	-5.8	-0.1	-2.7	-0.8	2.5	-0.1
Cc1ccccc1NC(=O)c1ccccc1NC(=O)c1cccs1	3.8	8.2	-5.8	7.7	-5.6	1.1	11.8	0.9
Cc1nc(CSc2n[nH]c(=O)n2-c2ccccc2)cs1	8.3	1.2	-26.5	8.0	13.7	-6.9	5.3	1.0
COc1ccc(NC(=O)CSc2nnc(-c3cccs3)n2Cc2ccco2)cc1OC	-3.2	10.1	5.2	5.1	-3.3	-1.2	-9.0	1.1
Cc1ccc2oc(C(=O)N(Cc3ccc(N(C)C)cc3)C3CCS(=O)(=O)C3)c(C)c2c1 (stereo not drawn)	-6.3	5.6	2.1	14.3	-8.1	3.0	-10.9	2.1
Cn1c2c(c(=O)n(C)c1=O)CN(Cc1ccc3c(c1)OCO3)CN2	5.7	4.4	-13.9	-1.2	-5.1	1.1	4.2	1.9
O=c1c2cccnc2nc2n1CCCCC2	-5.8	11.8	-4.4	-7.5	-12.9	-2.4	6.9	1.8
COc1cccc(CNS(=O)(=O)c2c(C(=O)N3CCCC3)c(C)n(C)c2C)c1	-1.7	2.8	0.9	-6.0	1.7	-1.9	1.3	2.1
O=C(COC(=O)c1ccc(F)c(S(=O)(=O)N2CCOCC2)c1)NCc1ccc(F)cc1	5.6	1.7	-1.5	4.7	9.8	-7.9	-3.5	3.0
COc1cc(/C(C)=N/NC(=O)Cc2c(C)[nH][nH]c2=O)ccc1O	4.9	13.2	-6.8	5.1	-1.9	0.9	1.5	1.1
Cc1ccc(S(=O)(=O)NCCSc2ccccc2)cc1[N+](=O)[O-]	5.1	12.1	-6.6	14.8	-0.4	-7.8	3.5	0.7
CCn1nnc2cc(C(=O)N3CCC(C(=O)OC)CC3)ccc21	5.0	-9.0	-8.3	-5.1	-5.0	8.0	12.3	12.2
Cc1ccc(C(=O)NC(NCC2CCCO2)C(Cl)(Cl)Cl)cc1 (stereo not drawn)	1.1	21.0	-22.2	9.3	-8.3	-11.8	-6.4	2.3
Cn1cc([N+](=O)[O-])c(C(=O)N/N=C/c2cc3c(cc2Br)OCO3)n1	6.6	19.9	-5.2	-1.8	-1.1	-3.7	-11.5	1.3
Cc1ccc(NC(=O)CN(C)C(=O)c2ccc(Cl)c(S(=O)(=O)NCc3ccco3)c2)cc1	8.7	6.3	-1.9	-5.6	-5.2	-1.1	7.4	1.0
Cc1ccc(S(=O)(=O)NCC(=O)NCc2cc(=O)n(C)c(=O)n2C)cc1	5.6	4.6	-3.2	4.2	2.3	-3.2	-2.2	0.1
Cc1cccc(-n2ncc(C#N)c2N)c1	7.1	18.3	-9.1	-19.6	-4.5	-13.4	-5.0	2.6
COc1ccc(S(=O)(=O)N2CCCC(C(=O)NCCN3CCOCC3)C2)cc1C (stereo not drawn)	-0.7	5.0	-12.1	8.8	0.7	-7.3	-1.4	0.7
C=CCN(c1ccccc1OC)S(=O)(=O)c1ccc(Cl)c(C(=O)Nc2ccc(N3CCOCC3)cc2)c1	4.8	11.2	-9.5	4.5	-10.0	3.5	-6.3	1.1
Cc1c(NC(=O)c2cc(-c3ccc(O)cc3)on2)c(=O)n(-c2ccccc2)n1C	-13.3	23.2	-7.9	-16.4	-4.7	-10.1	-12.5	0.2
CCCCOc1ccc(C2C(C(=O)c3ccc(C)o3)=C(O)C(=O)N2CC2CCCO2)cc1 (stereo not drawn)	10.1	-28.7	12.1	14.5	-1.7	6.2	-17.5	-1.3
Cc1ccc(-c2nn(CCC(N)=O)c(=O)c3ccccc23)cc1	3.8	12.3	9.0	1.0	2.4	-3.8	1.5	1.5
O=C(COC(=O)c1cccc(C(F)(F)F)c1)NC(=O)NC1CCCC1	-7.8	13.5	-17.4	33.5	-5.5	-17.4	6.4	1.1
O=C(CCC1CCCC1)N[C@@H](Cc1ccc(O)cc1)C(=O)O	-2.4	14.9	-1.1	8.0	12.4	-8.0	3.8	1.1
O=C1N/C(=C/c2cccn2-c2ccccc2)C(=O)N1Cc1ccccc1F	2.8	-82.1	-2.9	12.6	-1.4	-3.8	-3.4	-10.4
CCOc1ccc(S(=O)(=O)N2CCN(Cc3ccc4c(c3)OCO4)CC2)cc1OCC	2.1	4.4	27.4	14.1	-3.8	6.3	-3.7	-0.3
CC(=O)OCCCCON1C(=O)c2ccccc2C1=O	-8.5	10.3	-10.4	0.4	0.7	-6.7	-9.6	-0.7
O=C(NCc1ccc(F)cc1)c1cc2ccccc2o1	-4.2	2.2	-18.9	13.1	0.2	-7.3	-8.5	-0.5
O=C(OC(C(=O)NCc1ccco1)C(OC(=O)c1ccccc1)C(=O)NCc1ccco1)c1ccccc1 (stereo not drawn)	-9.1	1.7	-24.8	-2.4	-2.8	-15.3	-0.4	-0.1
COc1ccccc1-c1nnc(NC(=O)c2ccc(S(=O)(=O)N(C)C)cc2)o1	-2.1	19.8	-11.9	-3.4	-0.8	-2.0	-6.3	-2.5
O=C(NCc1ccco1)C(=O)NCC(c1ccco1)N1CCOCC1 (stereo not drawn)	-4.4	21.1	-6.8	2.8	-3.6	-7.7	-9.9	3.4
CCCOc1ccc(-c2nc(C#N)c(N3CCc4ccccc4C3)o2)cc1	0.2	-299.5	-15.7	12.3	-6.0	-8.1	7.5	3.4
CCN(C(=O)CSc1nnc(-c2c[nH]c3ccccc23)n1C1CC1)C1CCS(=O)(=O)C1 (stereo not drawn)	2.2	4.4	-8.9	-11.6	-7.7	4.7	15.7	6.6
CC(=O)c1ccc(OCC(=O)N2CCN(S(=O)(=O)c3ccc(C)cc3C)CC2)cc1	6.5	3.7	6.3	4.1	-6.0	9.5	0.4	1.3
Cc1cccc(OCCC(=O)Nc2c(C)n(C)n(-c3ccccc3)c2=O)c1	0.7	42.0*	-10.7	4.8	0.4	-5.5	-0.4	2.7
CC(C)(C)C(=O)OC/C(N)=N/OC(=O)c1ccc(Cl)c(Cl)c1	13.6	20.2	-8.5	0.2	-2.7	-5.0	-1.1	0.0
Cc1cc(=O)n2c(-c3ccccc3C)n[nH]c2n1	-2.6	11.2	-2.8	-2.5	1.0	2.4	-3.5	-1.6
C=CCn1c(SCC(=O)NCC2CCCO2)nc2scc(-c3ccco3)c2c1=O (stereo not drawn)	3.0	-0.4	-11.1	-5.3	0.3	0.0	-0.9	-14.8
CNC(=S)NCCC(c1ccccc1)c1ccccc1	13.7	-0.6	-9.3	7.7	-5.2	3.7	0.4	1.9
NC(=O)NC(=O)CSc1ccccc1	7.2	4.8	-6.8	-4.8	0.1	2.2	-1.5	3.1
CCOc1cccc2c1OC1(C)CC2NC(=O)N1c1cccc(C(=O)N2CCN(c3ccccn3)CC2)c1 (stereo not drawn)	-6.0	9.0	2.8	0.4	-7.0	-1.9	-2.3	0.7
C[C@]12c3[nH]c4cc(-c5ccco5)ccc4c3CCN1C(=O)[C@@H](CC(=O)NCC13CC4CC(CC(C4)C1)C3)C[C@@H]2C(=O)N1CCCCC1	-4.8	-379.1	x	22.0	5.6	x	x	-34.2
Cc1ccsc1/C=N/n1c(-c2ccco2)n[nH]c1=S	3.9	23.5	-16.3	0.3	42.1*	1.7	-12.0	1.8
Nc1ccc(N2CCCCCC2)cc1	25.8	x	51.9*	92.9*	23.9	22.7	-43.9	x
Cc1c(OC(C)C(=O)NC(Cc2c[nH]c3ccc(O)cc23)C(=O)O)ccc2c1oc(=O)c1ccccc12 (stereo not drawn)	15.9	-118.9	0.8	-4.7	-0.2	-6.4	-6.3	-0.2
Cc1onc(-c2c(F)cccc2Cl)c1C(=O)OCC(=O)Nc1c(C)n(C)n(-c2ccccc2)c1=O	-9.2	32.3	-11.5	0.7	-5.1	-15.0	-3.0	1.6
CCOc1ccc(-c2nnc3ccc(SCC(=O)Nc4nc5ccc(C)cc5s4)nn23)cc1	-6.2	-124.7	-25.7	26.8	-7.7	-10.0	19.5	-1.7
COc1ccc(C(=O)Nc2ccc(Cl)cc2C(=O)N2CCCC(C)C2)cc1 (stereo not drawn)	6.7	19.1	-12.2	15.5	-2.2	-2.4	1.8	1.1
CCCCCn1c(=O)[nH]c2cc(C(=O)NCCCN3CCCCC3)ccc2c1=O	-4.8	-163.3	-7.2	16.9	-4.1	0.5	17.7	0.7
COc1cc(OC)c(OC)cc1CN1CCN(c2ccc(F)cc2)CC1	10.7	10.2	-12.7	-11.4	-3.1	0.8	2.3	2.2
COc1ccc(NC(=O)CN2CCN(C3c4ccccc4-c4ccccc43)CC2)cc1	6.0	10.8	-16.8	25.0	1.9	-3.8	3.0	0.0
CC(=O)N1CCN(Cc2nc3cc(NC(=O)COc4cccc(C)c4)ccc3n2C)CC1	5.1	-2.2	1.6	3.7	-5.3	2.2	-6.8	-0.6
Cn1c(=O)c2c(nc(CN3CCN(C(=O)c4ccco4)CC3)n2CC(N)=O)n(C)c1=O	7.5	5.6	11.1	-4.3	4.5	11.3	-3.8	2.8
CN(C)S(=O)(=O)Oc1cccc(C(=O)Nc2ccc([N+](=O)[O-])cc2)c1	-1.2	3.0	-13.9	1.3	-2.1	0.7	1.7	1.2
COC(=O)c1ccc(COc2cccc3c2OC(C)(C)C3)cc1	-6.3	8.8	-2.9	3.8	2.0	6.3	-11.7	1.9
CC1(C)CC(=O)C(C=N)=C(O)C1	-3.3	33.1	-4.0	-2.6	-6.4	-10.8	3.0	-0.3
O=C(CS(=O)(=O)c1ccccc1)N1CCCCC1	-7.0	0.9	-8.1	-3.6	-6.7	3.8	4.4	-0.2
